# Screening results as filed in PubChem.
# PfGluPho inh – PfG6PD enzyme inhibitors, primary screen, biochemical, fluorescence intensity, uHTS; glucose-6-phosphate dehydrogenase-6-phosphogluconolactonase (Plasmodium falciparum 3D7); 0.78% of 350,000 active; inhibition, % at 20 µM; PfGluPho enzyme, NADPH resazurin-diaphorase fluorescence;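 active means inhibition reaching at least a set limit at 20 µM in the primary screen, cut at about 59% in these data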;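 further: 0% = DMSO wells with substrate and 100% = DMSO wells lacking glucose-6-phosphate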
# SENP8 inh – human SENP8 protease inhibitors, primary screen, biochemical, fluorescence, Nedd8 protein substrate, uHTS; inhibition, % at 20 µM; AID 602440, 2012; 0.64% of 360,000 active; recombinant SENP8; Sentrin-specific protease 8 (Homo sapiens), Q96LD8; in the data active means inhibition mostly above about 40%, no sharp cut-off; inactive means mostly below about 27%
# GRIN3A LBD mod – binders of NR3A ligand-binding domain, primary screen, biophysical, differential scanning fluorimetry, uHTS; Glutamate receptor ionotropic, NMDA 3A (GRIN3A) ligand-binding domain; NR3A LBD differential scanning fluorimetry, Tm shift; 0% = protein alone, 100% = glycine-bound protein; Tm shift relative to glycine control, % at 25 µM; 2.5% of 340,000 active;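 active means melting temperature shift of at least 10% of the positive control shift, at one fixed dose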
# MPTP inh – mitochondrial permeability transition pore inhibitors, primary screen, biochemical, isolated mouse mitochondria, absorbance | Ca2+ swelling absorbance, 30 min | inhibition, % at 10 µM | 1.4% of 360,000 active | AID 602449, 2012;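 active means inhibition of 50% or more, scaled per plate between neutral and stimulator controls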;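 further: 0% = DMSO wells given calcium and 100% = 1 mM EGTA wells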
# ATG4B inh – ATG4B protease inhibitors, primary screen, biochemical, fluorescence, uHTS; Cysteine protease ATG4B (Homo sapiens), Q9Y4P1; inhibition, % at 8.33 µM; ATG4B cleavage of LC3-PLA2, NBD-HPC fluorescence, 1 h; 0.51% of 340,000 active; in the data active means inhibition above about 40%
# Target sequence (Q9Y4P1 whole entry, looked up): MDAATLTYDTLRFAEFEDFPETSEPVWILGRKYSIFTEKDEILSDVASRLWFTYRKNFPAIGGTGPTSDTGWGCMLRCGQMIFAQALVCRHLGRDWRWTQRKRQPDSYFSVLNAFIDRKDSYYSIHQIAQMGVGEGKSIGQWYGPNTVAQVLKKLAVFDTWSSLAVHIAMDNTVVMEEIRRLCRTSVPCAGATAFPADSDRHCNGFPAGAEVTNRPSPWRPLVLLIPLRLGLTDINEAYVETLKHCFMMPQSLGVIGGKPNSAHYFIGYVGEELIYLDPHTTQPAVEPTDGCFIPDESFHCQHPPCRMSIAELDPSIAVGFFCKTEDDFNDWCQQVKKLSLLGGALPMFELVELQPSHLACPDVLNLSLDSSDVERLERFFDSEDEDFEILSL
# SENP1 FRET inh – human SENP1 catalytic domain inhibitors, primary screen, biochemical, FRET, uHTS | recombinant SENP1 catalytic domain, CyPet-SUMO1-YPet FRET cleavage | inhibition, % at 10 µM | 0.21% of 360,000 active | Sentrin-specific protease 1 (Homo sapiens), Q9P0U3;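 active means inhibition at least 30% at 10 µM, raw YFP signal under a set limit, fluorescence ratio 0.5 to 1.5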;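 further: 0% = enzyme with DMSO and 100% = no enzyme wells; some results filed as inactive read as strong as hits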
#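 Assay system – human recombinant His6-tagged SENP1 catalytic domain enzyme · Input – SENP1 enzyme, 20 pM final · Buffer or medium – Tris pH 8 buffer plus EDTA, NaCl, BME, BSA, NP40, catalase · Schedule – 50 min reaction at room temperature · Technique – FRET read of cyan and yellow fluorescence · Control set – no-enzyme wells low, DMSO-plus-enzyme wells high control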
# SENP6 inh – SENP6 protease inhibitors, primary screen, biochemical, luminescence, uHTS | Sentrin-specific protease 6 (Homo sapiens), Q9GZR1 | Recombinant SENP6 catalytic domain, aminoluciferin luminescence | inhibition, % at 10 µM | 1.8% of 330,000 active | AID 2599, 2010;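 active means inhibition above about 50% at the single tested dose, limit read from the data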;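 further: plate controls were DMSO wells with enzyme for no effect and DMSO wells lacking enzyme for full effect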
# hIAP activ – human IAP activators, primary screen, biochemical, luminescence, uHTS; purified human IAP, CDP-Star luminescence, 30 min; active compounds read high; 1 = vehicle-only enzyme, 0 = enzyme-free background; activation factor at 10 µM; AID 2524, 2010; Intestinal-type alkaline phosphatase (Homo sapiens), P09923; 0.16% of 330,000 active;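 active means activation factor of the enzyme at least 2-fold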; further: the source names both 10 and 20 µM as test concentration; values of inactives mirror those of a sister screen read the other way
# Target sequence (P09923 whole entry, looked up): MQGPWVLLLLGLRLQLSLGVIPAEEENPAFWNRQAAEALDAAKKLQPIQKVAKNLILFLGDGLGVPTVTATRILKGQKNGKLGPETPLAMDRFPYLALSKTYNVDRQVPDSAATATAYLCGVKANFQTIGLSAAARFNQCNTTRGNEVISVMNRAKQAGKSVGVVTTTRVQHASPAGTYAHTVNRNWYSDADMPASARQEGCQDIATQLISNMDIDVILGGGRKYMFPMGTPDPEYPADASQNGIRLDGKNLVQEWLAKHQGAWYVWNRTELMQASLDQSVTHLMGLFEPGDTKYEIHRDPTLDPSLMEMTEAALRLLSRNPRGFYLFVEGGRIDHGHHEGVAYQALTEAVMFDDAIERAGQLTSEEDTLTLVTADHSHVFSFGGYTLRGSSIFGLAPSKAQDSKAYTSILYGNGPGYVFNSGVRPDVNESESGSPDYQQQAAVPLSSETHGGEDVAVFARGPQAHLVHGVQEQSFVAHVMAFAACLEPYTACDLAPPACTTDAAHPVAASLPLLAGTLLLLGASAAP
# Starred values were filed as active, the others as inactive; x = not tested or not shown.
# Order of results – SENP1 FRET inh	hIAP activ	SENP6 inh	ATG4B inh	GRIN3A LBD mod	MPTP inh	SENP8 inh	PfGluPho inh
> CCC(=O)c1cn(CCOc2ccccc2OC)c2ccccc12
→ 5	1.1	-8	-7	3	0.1	14	0
> CCCc1cc(=O)c2ccc(OC/C(C)=N/O)cc2o1
→ 1	1.1	-17	-1	-2	1.8	-16	-4
> CCCCN(C)Cc1c(O)ccc2c(-c3ccccc3)cc(=O)oc12
→ -22	0.91	11	0	-2	2.5	-339	4
> O=C(CNCc1ccco1)Nc1ccc(Oc2ccccc2)cc1
→ 1	1.1	-11	-6	-1	3.4	-158	5
> CCC(C(=O)NCc1ccco1)N(Cc1cccs1)C(=O)CNS(=O)(=O)c1ccccc1 (configuration not stated)
→ 1	0.97	2	-12	3	1.1	19	26
> COc1ccc(-n2c(=O)[nH]c3cc(C(=O)NCCc4ccc(Cl)cc4)ccc3c2=O)cc1OC
→ 3	0.94	-23	-3	0	2.5	-20	-17
> O=C(CNCC1CCCO1)N1CCCCCC1 (configuration not stated)
→ 2	0.98	-23	17	1	-0.7	2	-19
> CC1=C(C)CC(C(=O)Nc2ccc3c(c2)OCO3)C(C(=O)O)C1 (configuration not stated)
→ 0	1	-2	3	-1	-1.7	6	19
> CC1CCCN(C(=O)c2nn(C)c3c2CSc2ccccc2-3)C1 (configuration not stated)
→ 1	0.83	2	-6	0	-0.7	13	52
> CC(=O)C1C(c2ccc(C)cc2)c2c(noc2C)CC1(C)O (configuration not stated)
→ -1	1.1	-5	1	0	-0.2	4	-18
> CC(C)C(NC(=O)c1ccccc1NC(=O)c1ccccc1)C(=O)NCCCn1ccnc1 (configuration not stated)
→ 2	1.1	-6	-6	1	2.0	0	-19
> O=C(c1ccccc1)c1ccc(N2CCOCC2)c(F)c1
→ 1	1.1	-1	3	-2	-3.2	-20	-5
> O=c1c2cc(F)ccc2[nH]c(=S)n1Cc1ccc(F)cc1
→ 1	1.1	-21	-3	-2	0.5	15	-5
> COc1ccc(C2(C)NC(=O)N(CC3CCCCC3)C2=O)cc1 (configuration not stated)
→ -1	1.1	-6	-12	-1	-1.7	12	8
> COc1ccc(-c2nc3scc(-c4ccccc4)n3n2)cc1
→ 0	1	-8	-11	-1	0.0	11	8
> Cc1ccc(S(=O)(=O)N2CCC(C(=O)NC3CCCC3)CC2)cc1Cl
→ 1	1	-7	-6	-2	0.2	5	10
> O=C(NCc1ccccc1C(F)(F)F)C1CC(c2cc(C(F)(F)F)cc(C(F)(F)F)c2)=NO1 (configuration not stated)
→ 1	1.2	-15	2	-13	24	13	22
> CCN(CC)c1nc(C)c(C(=S)Nc2cc([N+](=O)[O-])ccc2Cl)s1
→ -36	0.85	5	8	-16	7.5	11	-6
> Cc1ccccc1NC(=O)COC(=O)COc1ccc2ccc(=O)oc2c1
→ 0	x	x	x	x	-0.7	-136	-10
> CN(C)c1ccc(S(=O)(=O)c2ccc(Cl)cc2)cc1
→ 3	1	8	12	1	-0.5	-147	4
> Cc1cc2cc(CNC(=S)NC3CCCCC3)ccc2[nH]1
→ -1	0.93	14	6	3	-0.2	-2	4
> CC(=O)c1c(O)cc(C)n(-c2ccc(F)cc2)c1=O
→ 0	1.1	-6	-8	2	1.5	11	-5
> O=C(CCCSc1nc2ccccc2[nH]1)NC1CCCCC1
→ 1	0.88	-2	2	0	-4.9	0	-8
> CN1CCN(S(=O)(=O)c2ccc(Oc3cccc(C(F)(F)F)c3)nc2)CC1
→ 1	1	-3	-1	-2	0.0	9	7
> O=S(=O)(NCc1ccc(F)cc1)c1ccc(-c2cnc(C3CC3)o2)cc1
→ 2	1	-8	-3	0	-2.2	-21	-2
> COC(=O)Cc1c(C(=O)OC)nnn1-c1cccc(C(F)(F)F)c1
→ 0	0.96	0	2	-4	1.1	15	-5
> O=C1c2ccccc2C2(c3ccccc3)NCCN12 (configuration not stated)
→ 2	0.81	7	7	2	-1.5	8	-8
> Cc1nc(N/C(N)=N/S(=O)(=O)c2ccc([N+](=O)[O-])cc2)nc2ccccc12
→ 2	1.1	-2	-1	-2	0.5	10	1
> CN(C)c1ccc(/C=C2/C[N+](C)(C)C/C(=C/c3ccc(N(C)C)cc3)C2=O)cc1
→ -28	x	x	16	-1	40	39	56
> CC1CC(=O)Nc2ccccc2N1S(=O)(=O)c1ccc(C(F)(F)F)cc1 (configuration not stated)
→ 1	0.8	15	5	0	-0.6	-7	-5

# Pulled one by one from above, four records:
# Order of results – SENP1 FRET inh	hIAP activ	SENP6 inh	ATG4B inh	GRIN3A LBD mod	MPTP inh	SENP8 inh	PfGluPho inh
> CN1CCN(S(=O)(=O)c2ccc(Oc3cccc(C(F)(F)F)c3)nc2)CC1
→ 1	1	-3	-1	-2	0.0	9	7
> Cc1ccc(S(=O)(=O)N2CCC(C(=O)NC3CCCC3)CC2)cc1Cl
→ 1	1	-7	-6	-2	0.2	5	10
> O=S(=O)(NCc1ccc(F)cc1)c1ccc(-c2cnc(C3CC3)o2)cc1
→ 2	1	-8	-3	0	-2.2	-21	-2
> Cc1nc(N/C(N)=N/S(=O)(=O)c2ccc([N+](=O)[O-])cc2)nc2ccccc12
→ 2	1.1	-2	-1	-2	0.5	10	1

# Following part
# Order of results – SENP1 FRET inh	hIAP activ	SENP6 inh	ATG4B inh	GRIN3A LBD mod	MPTP inh	SENP8 inh	PfGluPho inh
> Cc1ccc(Cl)c2c1NC(=O)C2(O)CC(=O)c1ccccc1O (configuration not stated)
→ 2	0.83	-8	3	-2	0.4	19	-1
> CCN(CC)c1ccc(N=Cc2ccc(N(CC)CC)cc2O)cc1
→ -27	0.84	5	4	0	77*	58*	44
> CSC1=NCCN1C(=O)c1cccc(C(F)(F)F)c1
→ 0	0.86	-1	-7	1	11	14	4
> CC(C)CN(CC(C)C)C(=O)CN1C(=O)NC2(CCCc3ccccc32)C1=O (configuration not stated)
→ 2	1.1	-10	11	0	0.8	7	-6
> CCCNC(=O)Cn1cnc2sc(C(=O)Nc3ccc4c(c3)OCO4)c(C)c2c1=O
→ 4	0.85	9	0	0	-0.1	5	13
> Cc1cc(CSc2ccccc2)ccc1NC(=O)COc1ccccc1
→ 2	0.98	-15	-3	-4	-1.6	8	15
> CCOc1ccccc1NCN1C(=O)c2ccccc2C1=O
→ 0	x	x	x	x	-2.1	15	-3
> Cc1ccc(NC(=O)Nc2ccc3c(c2)nnn3C)cc1C
→ -70	1.5	-13	1	-4	-0.6	-248	-8
> COc1ccc(/C=N/Nc2cc(C)nc(-n3nc(C)cc3C)n2)cc1
→ 2	1.4	-37	-9	-13	12	12	20
> O=C(Nc1ccccc1C(F)(F)F)c1ncn[nH]1
→ 2	0.97	-12	-2	-1	-1.3	25	-19
> COc1ccc(N(C(C)C(=O)NN=C2CCCCCCC2)S(C)(=O)=O)cc1 (configuration not stated)
→ 3	1.1	2	-7	0	0.7	9	1
> S=c1[nH]nc(-c2ccccn2)n1/N=C/c1ccc(Br)s1
→ 0	1	12	13	-1	1.6	6	23
> COC(=O)c1nnn(CC(=O)NC(=O)Nc2cccc(C)c2C)c1C(=O)OC
→ 2	1	-5	-1	-3	3.0	7	-5
> O=C(NCc1ccccc1)c1cccnc1N1CCOCC1
→ 1	1.1	-6	-4	4	-1.5	25	-13
> C=CCN1C(=O)C2C(C(=O)NC3CCCC3)C3C=CC2(O3)C1C(=O)NC1CCCC1 (configuration not stated)
→ 0	1.1	-17	5	0	1.1	12	1
> COc1ccc(Nc2ncc3c(n2)CC(c2ccccc2)CC3=O)cc1 (configuration not stated)
→ -1	0.95	-11	-3	-11	0.3	-79	2
> Cc1ccc(-n2c(SCC3CCCCO3)nnc2-c2ccco2)cc1 (configuration not stated)
→ 4	1.2	7	-5	2	4.8	20	-3
> CCOC(=O)c1cc2c(nc1C)-c1cc(Cl)cc(Cl)c1OC2O (configuration not stated)
→ -63	1	-9	-9	2	15	-14	-19
> CCOc1ccc2ccccc2c1C1NC(=S)N(C)C(C)=C1C(=O)OC (configuration not stated)
→ 1	1	-5	3	-2	-0.4	14	-12
> Cc1ccc(C)c(C(=O)COC(=O)c2nn(C)c(=O)c3ccccc23)c1
→ 2	0.97	-10	-11	0	-0.2	10	5
> CC(C)Oc1ccc(C(=O)NCc2ccco2)cc1
→ 0	0.87	-3	-7	1	-1.9	16	-5
> CCCCn1nnc(NC(=O)c2ccc(-c3cccc(Cl)c3)o2)n1
→ 0	1	-14	4	-4	-0.6	-31	-1
> COc1ccc2nc(SCC(=O)NCC3CCCO3)c(C#N)cc2c1 (configuration not stated)
→ -10	1.1	-15	-3	-2	0.4	-77	11
> CCOC(=O)Nc1ccc(NC(=O)c2ccccc2F)cc1
→ 0	0.84	-2	-5	-29	0.1	5	3
> Cc1ccc(CNC(=O)C2CCCN(S(=O)(=O)c3cccnc3)C2)cc1 (configuration not stated)
→ 3	1.4	-14	-9	2	-2.0	12	4
> CC1(C)CC(=O)C=C(c2cccc(O)c2)C1=O
→ 6	1.1	-6	-6	0	-1.0	17	2
> CCOc1ncccc1C(=O)OCC(=O)Nc1cccc(C(C)=O)c1
→ 1	0.86	1	-5	5	-1.1	13	0
> O=Cc1ccc(N2CCCC2)c(F)c1
→ 1	0.9	0	-4	-2	12	-24	11
> COCCCNC(=O)C(=O)N/N=C/c1ccc(OCC(=O)Nc2cccc(Cl)c2C)c(OC)c1
→ 0	0.72	3	-10	0	3.4	-11	3
> COC(=O)CCC(=O)NC(=S)Nc1ccc(S(=O)(=O)Nc2cc(C)on2)cc1
→ 1	1.1	-15	-1	-1	0.2	0	-13
> COc1ccc(C(=O)c2sc3nc(C)cc(-c4cccs4)c3c2N)cc1OC
→ -27	x	x	18	9	0.8	-76	3
> CCCCC(=O)c1c(O)c2ccccc2oc1=O
→ 2	1.1	4	0	2	-2.1	16	14
> CCC(=O)NC(c1ccccc1)c1c(OC(C)=O)ccc2ccccc12 (configuration not stated)
→ 2	0.92	-5	-6	-1	-3.6	6	5
> N#Cc1c(Cl)cccc1N1CCC(C(N)=O)CC1
→ 0	0.91	-56	7	1	1.3	-332	-1
> O=C(CN1C(=O)C2CCCCC2C1=O)OCC(=O)c1ccc(F)cc1 (configuration not stated)
→ 1	1.1	-4	9	1	-0.2	14	4
> O=C(CCCN1C(=O)/C(=C\c2ccco2)SC1=S)Nc1ccc(O)cc1C(=O)O
→ 1	0.79	21	34	2	-0.7	12	-2
> COc1cc(OC)cc(C(=O)N(CCCN2C(=O)c3cccc4cccc(c34)C2=O)c2cccc(OC)c2)c1
→ 0	1.7	-13	-10	-2	3.4	-67	43
> COCCNC(=O)NC12CC3CC(CC(C3)C1)C2
→ 1	0.9	5	-14	0	0.7	13	3
> O=C1NC[C@H](Cc2ccccc2)N(CC2CCN(CCC3CCCC3)CC2)C1=O
→ 1	x	x	x	3	-0.4	20	-11
> O=C(OCC(=O)N1CCCC1=O)c1ncc(Cl)c(Cl)c1Cl
→ -1	1	2	10	-2	0.4	13	-12
> CCCSC1=C(C#N)C(c2ccccc2OCC)CC(=O)N1 (configuration not stated)
→ -2	0.97	-21	8	5	17	10	-7
> Cc1c(NS(=O)(=O)c2cc(C(=O)NCc3cccnc3)ccc2Cl)c(=O)n(-c2ccccc2)n1C
→ 3	0.91	11	-15	2	0.4	15	3
> O=S(=O)(Nc1ccccc1Br)c1cccc2cccnc12
→ 3	x	x	x	x	-0.7	14	19
> O=C(Nc1ccc(Cl)cc1)c1ccc(OC2CSC2)cc1
→ 0	1	-19	-2	-16	-2.1	1	-12
